Screening data deposited in PubChem BioAssay by Small Molecule Screening Facility, UW Madison.
SSB-PriA inh = K. pneumoniae PriA-SSBct interaction inhibition. hit rate 0.6% among 430,000. AlphaScreen SSBct-PriA binding, biotinylated peptide. AID 1272365. inhibition, % at 33 µM; in the data active = inhibition mostly above about 37%, no sharp cut-off; inactive = mostly below about 20%;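 note: plate controls were negative control peptide for no effect and reference peptide for full effect; strong numbers were not always called active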
* = called active by the depositor; & = joins results of further samples. Only part of the results is shown; the hit share may differ from the screen's.

SMILES | SSB-PriA inh
COC(=O)c1ccc(S(=O)(=O)NCC2CCN(C(=O)c3ccccc3F)CC2)cc1 | -4
CCOCC(=O)NC[C@]1(OC)CCSC1 | -24
Nc1nc(-c2ccc3nsnc3c2)cs1 | -14
CCOC(=O)c1[nH]c(C)c(C(O)=C2C(=O)C(=O)N(CCCN(C)C)C2c2cccnc2)c1C (configuration not stated) | -7
O=C(NCc1ccc2c(c1)OCO2)[C@@H]1COCC(=O)N1Cc1cccs1 | -7
CCN1C(=O)Cc2cc(NS(=O)(=O)c3cc(C)c(OC)c(C)c3)ccc21 | 18
CS(=O)(=O)c1ccc2nc(N(Cc3ccccc3)C(=O)c3ccc4ncsc4c3)sc2c1 | 1
COc1ccc(NC(=S)NCCc2cc3ccc(C)cc3[nH]c2=O)c(OC)c1 | 6
COc1ccc(-c2nnc3c4cnn(-c5cc(C)cc(C)c5)c4ncn23)cc1OC | -7
CCOC(=O)C1CCCN(C(=O)c2nnn(-c3ncc(C)s3)c2C)C1 (configuration not stated) | -2
COc1ccc(OC)c(-c2cc(C(=O)NN=Cc3cc(OC)c(OC)cc3OC)c3ccccc3n2)c1 | -5
Cc1cc(OC2CCN(C(=O)Cn3ncccc3=O)CC2)cc(=O)o1 | -5
O=C1CN(C(=O)c2ccc(Cl)cc2Cl)[C@@H](c2ccccc2)c2cc(Br)ccc2N1 | 0
Cc1c(C(=O)c2ccc(Cl)cc2)oc2cc(NC(=O)c3ccccc3Br)ccc12 | -4
O=C(NCc1cncc(-c2cccs2)c1)c1ccccn1 | -16
COc1ccc(Cl)cc1NC(=O)CN1CCCN(Cc2ccc(F)cc2)S1(=O)=O | -3
COC(=O)c1ccc2c(=O)n(Cc3ccccc3)c(N3CCN(c4ccccc4Cl)CC3)nc2c1 | -21
CCc1ccc(-n2nnc(C(=O)OCc3cccc(Cl)c3)c2C)cc1 | -36
Cc1ccc2occ(C=NNC(=O)c3ccncc3)c(=O)c2c1 | -18
CN1CCN(S(=O)(=O)c2cccc(C(=O)Nc3nc(-c4ccccn4)cs3)c2)CC1 | 124*
COc1ccc(-c2noc(Cn3nc(-c4ccc(C)c(C)c4)ccc3=O)n2)c(OC)c1 | -11&-9
Cc1cccc(CS(=O)(=O)NCC2CCN(C(=O)c3cccnc3)CC2)c1 | -1
CCOC(=O)c1cc2c(c(C(=O)OCC)c1O)CCCC2 | -47
CCc1ccc(OCCS(=O)(=O)Nc2nccs2)cc1 | -4
Cc1nc2cc(NC(=O)c3ccc(S(=O)(=O)N4CCC[C@H](C)C4)cc3)ccc2s1 | -6
CCN1C(=O)Cc2cc(NC(=O)c3ccc4c(c3)OCO4)ccc21 | -3
CCOCCn1c(=NC(=O)c2cccc(S(C)(=O)=O)c2)sc2c(OC)ccc(OC)c21 | -4
Cc1ccc(C=NNC(=O)c2ccc3ccccc3c2)s1 | -14
CCOc1ccc(-c2noc(C3CCCN(S(=O)(=O)c4cccs4)C3)n2)cc1OC (configuration not stated) | -14
C=C(C)Cn1c(C2CC(=O)N(Cc3ccc(F)cc3)C2)nc2ccccc21 (configuration not stated) | -10
CCOC(=O)C(CC)Sc1nnc2n1CCN2c1ccc(OC)cc1 (configuration not stated) | -6
O=C(C[C@H]1C/C=C/C[C@@H](Cc2ccc(F)cc2)C(=O)OC[C@H]2CCCN2C1=O)N[C@@H](CO)Cc1ccccc1 | -5
O=C(NCCC(O)c1ccccc1)c1ccccc1Br (configuration not stated) | -1
COc1ccc(CCS(=O)(=O)NCCC2CCCCN2S(=O)(=O)c2cccs2)cc1 (configuration not stated) | -5
Cn1cc(Cl)c(C(=O)NN=Cc2ccc(OS(=O)(=O)c3ccccc3)cc2)n1 | -10
CCc1ccc(S(=O)(=O)Nc2ccc3c(c2)c2c(n3S(=O)(=O)c3ccc(CC)cc3)CCCC2=O)cc1 | -7
Cc1cc(NC(=O)C23CC4CC(CC(C4)C2)C3)n(-c2nc3c(cnn3-c3ccc(F)cc3)c(=O)[nH]2)n1 | -5
CC(=NNC(=O)c1cc(O)ccc1O)c1cccc(NC(=O)c2cccc(Cl)c2)c1 | 8
N#Cc1cn(CC(=O)N2CCc3ccccc32)c2ccccc12 | 7
COc1ccccc1C(=O)N1CCC(S(C)(=O)=O)CC1 | 6
CCS(=O)(=O)N1CCCc2cc(NS(=O)(=O)c3ccc(OC)cc3C)ccc21 | 1
COC(=O)C1=C(C)N=c2s/c(=C/c3cnn(C)c3)c(=O)n2C1c1ccccc1 (configuration not stated) | 3
C=CCSc1nc(N)c(C#N)c(-c2ccc(OCc3ccccc3)cc2)c1C#N | -11
Oc1c(Br)cc(C=Nn2c(-c3ccccc3)n[nH]c2=S)c(O)c1Br | 4
CCOc1ccc(C(=O)Nc2ccc(S(=O)(=O)N3C[C@@H]4C[C@H](C3)c3cccc(=O)n3C4)cc2)cc1 | 13
COc1cc(OC)cc(C(=O)Nc2cc3c4c(c2)CCC(=O)N4CCC3)c1 | -18
COC(=O)Nc1ccc(S(=O)(=O)NCC2CCN(C(=O)c3cccnc3)CC2)cc1 | -39
O=C(NCCn1nc(-c2ccccc2)ccc1=O)Nc1ccc(F)cc1 | -5
Cc1cncn(CCNC(=O)Nc2ccc(C(C)(C)C)cc2)c1=O | -3
COc1ccc(C2CC(c3ccsc3)=NN2C(C)=O)cc1O (configuration not stated) | -63
CCOC(=O)N1CCN(C(=O)[C@H]2C[C@@H]2c2ccc3c(c2)OCO3)CC1 | -12
COc1ccccc1C=NNc1cc(N(C)C)nc(N(C)C)n1 | 32
COc1cc(NS(=O)(=O)c2ccc(NC(=O)/C=C/c3ccc([N+](=O)[O-])s3)cc2)nc(OC)n1 | -3
CCOC(=O)C(=NNc1ccc(Br)cc1)N1CCN(c2ccccc2OC)CC1 | 4
Cn1ncc(C#N)c1N=CN1CCCC1 | -6
Cc1noc(-c2ccc(N3CCC(NC(=O)c4ccc5c(c4)OCO5)C3)nc2)n1 (configuration not stated) | -4
CCOC(=O)c1ccc(NC(=O)CCS(=O)(=O)c2ccccc2)cc1 | 0
Cn1nc([C@H]2CCCN(C(=O)c3ccc4nsnc4c3)C2)n(-c2ccccc2)c1=O | 2
O=C(N[C@H]1CCc2ccccc21)C1CCN(c2ncccc2-c2nc(-c3cccc(F)c3)no2)CC1 | 3
O=C1CCc2cc(NC(=O)c3ccc(Cl)cc3Cl)ccc2N1 | -3&22

Additional results follow:
SMILES | SSB-PriA inh
Cc1ccc(-c2ccc(N3CCN(C(=O)c4ccc5c(c4)OCO5)CC3)nn2)c(C)c1 | -14
O=C(Nc1cccc(Cl)c1Cl)C1CCN(c2cc(-n3ccnc3)ncn2)CC1 | 6
O=C(Cn1ccc2ccccc21)N1CCSC(c2ccccc2F)CC1 (configuration not stated) | 3
CS(=O)(=O)Nc1ccc2c(c1)CN(C(=O)C1CC1)CC2 | -6
CCCS(=O)(=O)N1CCCc2ccc(NS(=O)(=O)c3ccc(OC)c(Cl)c3)cc21 | 9
Cn1nc(CNC(=O)c2cc3ccccc3o2)c2c1CCCC2 | -13
COCC(=O)N1CCCc2ccc(NS(=O)(=O)Cc3cccc(C)c3)cc21 | 3
CCOc1ccc(C=Nc2ccccc2-c2nc3ccccc3[nH]c2=O)cc1 | -4
CC(C)c1ccc(C2C(C(=O)/C=C/c3ccco3)=C(O)C(=O)N2CCCn2ccnc2)cc1 (configuration not stated) | -10
O=C(CCN1C(=O)/C(=C\c2ccccc2F)SC1=S)N1CCN(c2ccccc2)CC1 | 3
CC(=O)N1N=C(c2ccccc2NS(C)(=O)=O)CC1c1cccc2nccnc12 (configuration not stated) | 0
O=C(c1ccc(S(=O)(=O)N2CCCC2)cc1)N1C2C=CCC1CC2 (configuration not stated) | -9
O=C(NCc1ccccn1)NC1CC(=O)N(c2cccc(F)c2)C1 (configuration not stated) | -4
O=C(CSCC(=O)Nc1nc(-c2ccc(Cl)s2)cs1)Nc1nccs1 | -9
CCCC(O)=C1C(=O)CC(c2ccccc2)CC1=NC (configuration not stated) | -6
CC(C)c1ccc(N2CCN(CC(=O)O)C2=O)cc1 | 3
ON=C1CCCCc2sccc21 | -1
O=c1ccc(-c2ccncc2)nn1CCNS(=O)(=O)c1ccc2c(c1)OCCO2 | -14
O=C(Nc1ccc2c(c1)N(S(=O)(=O)c1ccc(F)cc1)CCC2)C1CC(=O)N(c2ccccc2)C1 (configuration not stated) | 6
Cn1cc(-c2ccco2)nc1CCNC(=O)C1c2ccccc2Oc2ccccc21 | -5
Cc1cc(O)c(C2=Nc3ccccc3N[C@H](c3cn(C)nc3C)C2)c(=O)o1 | -7
CC(C)(C)c1cc(C(C)(C)C)c(NP(=S)(OCc2ccccc2)c2ccccc2)c(C(C)(C)C)c1 (configuration not stated) | -5
CC1=C(C(=O)OCCCc2ccccc2)C(c2ccc(C)s2)NC(=O)N1C (configuration not stated) | -4
O=C(CCCn1nc(-c2cccs2)ccc1=O)Nc1ccc(F)c(F)c1 | -5
CCc1ccccc1NC(=O)Cn1cnc2c(sc3nc(C)cc(C)c32)c1=O | -5
CCOC(=O)N1CCN(C(=O)Cn2cnc3c(cnn3-c3ccccc3)c2=O)CC1 | -14
O=C(CSCc1ccccc1)NCc1ccc(C(=O)c2cccs2)s1 | 6
Cc1ccccc1-n1c(CC2CCN(C(=O)c3scnc3C)CC2)n[nH]c1=O | -14
Cc1cc(NC(=O)Cn2cnc3c(oc4ccccc43)c2=O)ccc1Br | -17
O=C(COc1ncccn1)Nc1nc2ccccc2[nH]1 | -4
O=S(=O)(NCc1cccnc1-c1ccsc1)c1cccnc1 | 1
O=C(CN1CCN(Cc2nc(-c3cccs3)cs2)CC1)NCc1ccccc1Cl | -15
CCN(CC)CCN(C(=O)Cc1cccc2ccccc12)c1nc2cc3c(cc2s1)OCO3 | 35*
CCCN1CCC2(CC1)NC(=O)N(CC(=O)Nc1ccc3c(c1)OCCO3)C2=O | -3
Cc1nc2ccc(NC(=O)c3cc(-c4ccc(F)cc4)n[nH]3)cc2s1 | 4
CCOC(=O)c1ccc(NC(=O)C2CSCCC(=O)N2)cc1 (configuration not stated) | 12
COC(=O)c1ccc(CSc2ncc(CO)n2CC(N)=O)cc1 | -12
COCCN(Cc1ccoc1)S(=O)(=O)c1cc2c3c(c1)CCN3C(=O)CC2 | 4
COC(=O)c1ccc(CSc2c(C)[nH]c3ccccc23)o1 | 14
O=C(Nc1nnc(-c2ccc(OC(F)(F)F)cc2)o1)C1(c2cccs2)CCCC1 | -7
Cn1ccnc1S(=O)(=O)C1CCN(C(=O)c2ccc(-c3cccs3)cc2)CC1 | -12
CSc1ccccc1NC(=O)C(=O)NCC1(O)CCOc2ccccc21 (configuration not stated) | -12
CC[C@H](C)NC(=O)Cc1csc(NC(=O)Nc2ccc(C)cc2)n1 | -15
CCOC(=O)c1cn[nH]c1S(=O)(=O)Nc1c(C)cccc1C | -2
Cn1nc(C2CCCCC2)c(C(N)=O)c1N | -17
COCCN(CCOC)S(=O)(=O)c1ccc(C(=O)Nc2nc3cc4c(cc3s2)OCO4)cc1 | -10
Cn1nc(C2CCN(C(=O)c3cc4ccccc4o3)CC2)n(-c2ccccc2)c1=O | -6
Cc1ccc(C=Nc2sc3c(c2C#N)CCC3)s1 | -16
COc1ccc(Nc2cc(C)nc(N3CCN(S(=O)(=O)Cc4ccccc4)CC3)n2)cc1 | -3
COc1ccc(C[C@](C)(O)CNS(=O)(=O)c2cccc3ccccc23)cc1 | -2
CCOC(=O)N1CCc2c(sc(N)c2C(=O)OC)C1 | 2
CCOc1ccc(NC(=O)c2snnc2C)c([N+](=O)[O-])c1 | 52*
O=C1CSC(=NC(=O)NC2(C(F)(F)F)Oc3ccc(Cl)cc3O2)N1 (configuration not stated) | -8
Cc1onc(-c2ccccc2Cl)c1C(=O)Nc1ccc(S(=O)(=O)N2CCCCC2c2cccnc2)cc1 (configuration not stated) | -8
COc1cccc(C(=O)NNC(=O)c2cccn(Cc3ccc(Cl)c(Cl)c3)c2=O)c1 | -5
CCN(CC)CCN(C(=O)c1ccc(S(=O)(=O)N(CC)c2ccccc2)cc1)c1nc2ccc(Cl)cc2s1 | -1
CCCOc1ccc(N2CCN(C(=O)c3ccc(C)c(C)c3)CC2)nn1 | 1
O=C(Oc1cccc(NS(=O)(=O)N2CCOCC2)c1)N1CCOCC1 | -5

Compounds listed so far with fluorine, in the order listed:
SMILES | SSB-PriA inh
COC(=O)c1ccc(S(=O)(=O)NCC2CCN(C(=O)c3ccccc3F)CC2)cc1 | -4
COc1ccc(Cl)cc1NC(=O)CN1CCCN(Cc2ccc(F)cc2)S1(=O)=O | -3
C=C(C)Cn1c(C2CC(=O)N(Cc3ccc(F)cc3)C2)nc2ccccc21 (configuration not stated) | -10
O=C(C[C@H]1C/C=C/C[C@@H](Cc2ccc(F)cc2)C(=O)OC[C@H]2CCCN2C1=O)N[C@@H](CO)Cc1ccccc1 | -5
Cc1cc(NC(=O)C23CC4CC(CC(C4)C2)C3)n(-c2nc3c(cnn3-c3ccc(F)cc3)c(=O)[nH]2)n1 | -5
O=C(NCCn1nc(-c2ccccc2)ccc1=O)Nc1ccc(F)cc1 | -5
O=C(N[C@H]1CCc2ccccc21)C1CCN(c2ncccc2-c2nc(-c3cccc(F)c3)no2)CC1 | 3
O=C(Cn1ccc2ccccc21)N1CCSC(c2ccccc2F)CC1 (configuration not stated) | 3
O=C(CCN1C(=O)/C(=C\c2ccccc2F)SC1=S)N1CCN(c2ccccc2)CC1 | 3
O=C(NCc1ccccn1)NC1CC(=O)N(c2cccc(F)c2)C1 (configuration not stated) | -4
O=C(Nc1ccc2c(c1)N(S(=O)(=O)c1ccc(F)cc1)CCC2)C1CC(=O)N(c2ccccc2)C1 (configuration not stated) | 6
O=C(CCCn1nc(-c2cccs2)ccc1=O)Nc1ccc(F)c(F)c1 | -5
Cc1nc2ccc(NC(=O)c3cc(-c4ccc(F)cc4)n[nH]3)cc2s1 | 4
O=C(Nc1nnc(-c2ccc(OC(F)(F)F)cc2)o1)C1(c2cccs2)CCCC1 | -7
O=C1CSC(=NC(=O)NC2(C(F)(F)F)Oc3ccc(Cl)cc3O2)N1 (configuration not stated) | -8
